MC4R antagonist: human MC4R antagonism in cAMP assay; P32245; MC4R-expressing cells, MTII-stimulated cAMP, LANCE TR-FRET; inhibition, % at 6.5 µM; 0.48% of 360,000 active; AID 540295;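 active = inhibition above its plate's cutoff, the mean of tested wells on that plate plus 3 SD, cut at about 29% in these data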;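 also: 0% = Melanotan II alone and 100% = Melanotan II plus saturating MCL0020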
Target sequence (P32245 whole entry, looked up): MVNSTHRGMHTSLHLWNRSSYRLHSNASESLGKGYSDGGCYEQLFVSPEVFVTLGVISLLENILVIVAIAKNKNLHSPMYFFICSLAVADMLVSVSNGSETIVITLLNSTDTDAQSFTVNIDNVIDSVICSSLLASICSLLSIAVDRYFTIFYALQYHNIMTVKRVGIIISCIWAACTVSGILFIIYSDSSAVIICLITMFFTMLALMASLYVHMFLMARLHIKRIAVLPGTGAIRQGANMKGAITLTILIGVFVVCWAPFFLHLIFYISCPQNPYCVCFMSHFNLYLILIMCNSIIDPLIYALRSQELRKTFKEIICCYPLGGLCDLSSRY
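System: U2OS cells stably expressing human melanocortin 4 receptor (MC4R). Reagent: Melanotan II challenge after compound preincubation. Doses: 6.5 µM. Times: 30-min compound, 1-h challenge, 1-h detection, room temperature. Measured by: TR-FRET with Eu-cAMP and labeled anti-cAMP, 671 nm. Replicates: singlicate.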
aDG glyco act: increases alpha dystroglycan glycosylation; Pro5-aDG cells, alpha-DG glycosylation AlphaScreen (IIH6); 0% Pro5, 100% B10-LARGE cell signal; activation, % at 10 µM; 0.22% of 360,000 active; AID 624168;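 active = activation of at least 8% versus controls, or a plate z-score of at least 8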;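 also: Pro5 are CHO cells carrying HIG-tagged alpha-DG that lacks glycosylation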
H9c2 protect: modulators protecting cardiomyocytes from myocardial damage; 0.63% of 360,000 active; AID 588492; protection from H2O2 cell death, % at 20 µM; H9c2 cardiomyocytes, H2O2 injury protection, ATPLite, 2 h;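 active = compounds giving at least 50% protection of heart cells from peroxide-induced death in the single-dose screen, raw or plate-pattern-corrected value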;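 also: 0% = DMSO wells with peroxide and 100% = DMSO wells without peroxide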
Vif imaging: inhibitors of HIV Vif. HEK293T cells, Vif self-association by quenched fluorescence, imaging, 24 h. inhibition, % at 7.49 µM. 0.35% of 340,000 active; in the data active = inhibition above about 50%, passing the limit was not always enough; inconclusive = no clear call, values can overlap the other calls; inactive = below about 31%; also: some results filed as inactive read as strong as hits
CaV13 FRET inh: Primary screen for inhibitors of IQ motif and Ca2+-dependent inactivation inhibitor domain binding in CACNA1D, Förster resonance energy transfer in living cells, … | 0.098% of 340,000 active | HEK cells, CFP/YFP FRET ICDI-IQ, plate reader, 10 min; percent FRET-ratio fall versus neutral wells | inhibition, % at 12.3 µM;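 active = mean replicate inhibition of at least 30% and at least 1% of replicates passing that level; inconclusive = only one of the two criteria is met; inactive = neither criterion is met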;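 also: 0% = median of the neutral control wells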
HTR2A ag: mouse HTR2A agonism via beta-arrestin recruitment. P35363. CHO-K1 mHTR2A beta-arrestin complementation, luminescence; percent of 30 µM serotonin response. activation, % at 7.6 µM. 0.66% of 360,000 active. AID 624169;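 active = activation above a run cutoff, the mean activation of all tested compounds plus 3 SD, cut at about 14% in these data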;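 also: 0% = plate median of compound wells and 100% = 30 µM serotonin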
MC4R ag barr: agonists of human melanocortin 4 receptor (MC4R) beta-arrestin; U2OS MC4R beta-arrestin complementation, luminescence; percent of melanotan II response, DMSO zero; activation, % at 8.9 µM; 0.98% of 360,000 active;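 active = activation above a per-plate cutoff, the mean activation of sample wells on that plate plus 3 SD, cut at about 8% in these data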
ABCB6 inh MLPCN: human ABCB6 transporter inhibition. Q9NP58. K562-ABCB6 porphyrin accumulation, flow cytometry, 1 h; hits give low values. fluorescence ratio to DMSO, % at 10 µM. 0.19% of 360,000 active. AID 602162;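 active = fluorescence ratio to DMSO below 75%, the collection mean minus 3 SD; inconclusive = too few cells collected in the well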;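 also: signal is porphyrin accumulated inside mitochondria; 100% equals median channel fluorescence of DMSO control wells; lower ratio means ABCB6 inhibition with less porphyrin fluorescence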
Glyco luc inh: N-linked glycosylation inhibition; D54 ERlucT glycosylation luciferase reporter, 24 h; percent of 100 nM tunicamycin response; reporter increase, % at 12.5 µM; 0.23% of 360,000 active; AID 588692;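 active = mean luciferase reporter signal, scaled so untreated is 0 and the glycosylation-blocking control 100, at or above a set limit in every replicate; inconclusive = mean reaches the limit but not every replicate does; inactive = mean below the limit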;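 also: luciferase carries N-glycosylation sites so blocking glycosylation raises the light; 0% = median of neutral control wells and 100% = median of 100 nM tunicamycin wells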
PDI turbidity: blocks human protein disulfide isomerase activity; P07237; PDI insulin aggregation turbidity, A650, 90 min; inhibition, % at 10 µM; 0.052% of 350,000 active; AID 588391;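 active = mean inhibition across replicates of 30% or more, whatever share of single replicates reach that level; inconclusive = mean inhibition below 30% while every single replicate reaches 30%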;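 also: absorbance from insulin aggregation driven by PDI reduction with DTT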
Target sequence (P07237 whole entry, looked up): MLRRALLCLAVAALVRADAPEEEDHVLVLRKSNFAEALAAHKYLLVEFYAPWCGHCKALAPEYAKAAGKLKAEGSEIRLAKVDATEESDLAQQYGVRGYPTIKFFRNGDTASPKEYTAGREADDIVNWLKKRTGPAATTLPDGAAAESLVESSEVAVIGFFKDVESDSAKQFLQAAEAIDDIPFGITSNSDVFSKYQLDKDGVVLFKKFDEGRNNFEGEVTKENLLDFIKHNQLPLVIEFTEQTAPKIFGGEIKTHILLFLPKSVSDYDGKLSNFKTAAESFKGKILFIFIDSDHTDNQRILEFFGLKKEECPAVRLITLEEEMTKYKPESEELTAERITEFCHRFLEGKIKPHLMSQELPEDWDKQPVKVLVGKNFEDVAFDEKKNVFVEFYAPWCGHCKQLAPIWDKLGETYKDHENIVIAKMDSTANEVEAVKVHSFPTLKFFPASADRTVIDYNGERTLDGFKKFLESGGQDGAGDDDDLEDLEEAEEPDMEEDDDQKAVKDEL
* marks the source's active call; other numbers are inactive results; ? = inconclusive; / = not tested or not shown; & = joins results of further samples.

SMILES	MC4R antagonist	aDG glyco act	H9c2 protect	Vif imaging	CaV13 FRET inh	HTR2A ag	MC4R ag barr	ABCB6 inh MLPCN	Glyco luc inh	PDI turbidity
O=C(CSc1n[nH]c(=O)[nH]c1=O)c1ccccc1[N+](=O)[O-]	2	0.2	0	/	-2	2	0.5	100	-1	7
COCCCNC(=O)c1ccc(OC)c(OC2CCN(C(C)C)CC2)c1	4	-0.1	-6	-1	-5	3	0.4	108	1	7
COc1ccccc1-c1cc(C(F)(F)F)c(C#N)c(=O)[nH]1	7	0.0	4	4	2	3	1.2	104	-3	-4
COc1cc2c(cc1OC)-c1c(OC)c(OC)cc3ccnc(c13)C2=O	-31	-0.6	43	-4	-9	2	-1.2	97	-10	2
Cc1cc(NC(=O)CSc2nccn2-c2ccc(Cl)cc2)no1	-1	0.2	1	0	-2	-3	-1.4	93	-1	-2
CC(C)(C)CC(C)(C)NCC(O)COc1ccc2c(c1)CCC2 (stereo unspecified)	1	4.6	-18	3	/	2	3.0	98	-2	-3
O=C(NC(=S)Nc1cc(-c2nc3ccccc3[nH]2)ccc1Cl)c1ccc2c(c1)OCO2	0	-0.2	20	-18	-4	4	-0.2	94	-10	5
Cc1ccc(CCNC(=O)c2cccc(NC3=NC4CS(=O)(=O)CC4S3)c2)cc1 (stereo unspecified)	2	0.1	14	-4	-4	2	-1.2	103	-1	/
CCN(CCCNC(=O)C1c2ccccc2C(=O)N(CCOC)C1c1ccc(F)cc1)Cc1ccccc1 (stereo unspecified)	-1	0.0	6	8	-4	4	3.4	91	-1	-6
COc1cccc(NC(=O)C(=O)NCCc2ccc(F)cc2)c1	2	-0.1	3	2	1	2	8.1	96	3	5
O=c1[nH]c(CN2CCN(Cc3ccc4c(c3)OCO4)CC2)nc2ccccc12	16	-0.1	32	20	-5	-2	-2.1	97	-1	-2
OCCN1CCN(CCCc2c3c(cc4c2CCC4)CCC3)CC1	2	-0.3	0	3	-4	-4	-2.5	99	3	10
CCOC(=O)c1c(C)n(C)c2ccc(OCC(O)Cn3nc(C)cc3C)cc12 (stereo unspecified)	1	-0.1	4	-2	-5	3	-2.8	93	3	-4
COCC(=O)N1CCC(Oc2ccc(C(=O)NCc3csc(C(C)C)n3)cc2)CC1	5	0.2	-1	-3	-7	3	-1.5	105	-1	9
CC1CN(Cc2ccccc2Cl)CC(C)O1 (stereo unspecified)	-1	0.0	-13	/	-7	-3	0.0	99	6	-4
CN(C)S(=O)(=O)c1cccc(C(=O)N2CCN(C(=O)C3CCCO3)CC2)c1 (stereo unspecified)	-2	0.0	-5	16	-5	-6	-1.2	92	1	3
NC(=O)CC(NC(=O)c1cccc(Br)c1)c1ccc(N2CCC(Br)CC2)c([N+](=O)[O-])c1 (stereo unspecified)	-1	-0.2	-3	-4	-11	-2	-1.7	87	-1	-1
CCCN1C(=O)SC(CC(=O)Nc2ccccc2)C1=O (stereo unspecified)	4	0.7	2	8	-5	5	-0.9	101	-1	1
CC1(C(=O)NS(=O)(=O)c2ccc(Cl)cc2)CCN1C(=O)CCc1ccccc1 (stereo unspecified)	13	0.1	1	18	-6	6	-0.6	92	2	9
Cc1ccsc1C(=O)OCC(=O)Nc1nnc(-c2ccccc2)o1	3	-0.4	14	-3	-6	-3	-0.4	97	0	2
Oc1c(Cl)cc(Cl)cc1CNc1ccccn1	14	0.0	-2	3	-21	-3	2.5	100	-1	4
NNc1nc2c(Cl)c(Cl)ccc2s1	2	0.0	-4	-3	-3	1	-4.5	97	0	-6
COc1cc(NC(=O)c2cnc(N)o2)cc(C(=O)Nc2cccc(C(F)(F)F)c2)c1	10&-4	-0.1&0.0	9&0	-15&-6	-4&-7	-4&-7	0.1&0.3	97&99	-6&-4	-12&5
COc1ccccc1N(C)S(=O)(=O)c1ccc(C(=O)OCC(=O)Nc2cc(C)on2)cc1	12	-0.2	6	8	-2	0	-3.3	102	2	12
CC(=O)N1CCN(S(=O)(=O)c2cccc(C(=O)OCc3ccc(F)cc3)c2)CC1	5	0.5	-21	-13	-11	3	-0.8	90	-5	-9
Cc1ccc(C(=O)Nc2cccc(C(=O)N/N=C/c3ccccc3F)c2)cc1	12	-0.1	0	23	-3	-12	-0.6	93	-5	-6
c1ccc(CCCCN2CCN=C2Nc2ccccc2)cc1	6	-0.1	13	9	-9	-7	-0.4	96	-2	0
Cc1ccc(C(=O)NC(Cc2c[nH]c3ccccc23)C(=O)O)cc1 (stereo unspecified)	7	-0.2	3	6	-4	0	-3.1	99	1	5
Cn1cnnc1SCC(=O)Nc1cc(S(=O)(=O)N2CCCCC2)ccc1Cl	6	1.0	14	-1	-15	4	-1.8	102	0	-4
Cc1ccc2c(c1)N(C(=O)CCC(=O)NCCCN1CCOCC1)CC(C)O2 (stereo unspecified)	5	0.0	11	5	47*	-1	-1.3	99	1	/
Cc1ccc(S(=O)(=O)N2CCN(C(=O)CC(C)(C)C)CC2)cc1	-1	0.6	0	23	-5	-1	-1.7	802	1	-1
COc1ccc(C=C2SC(=S)NC2=O)cc1	9	-0.1	-10	-1	-5	-4	-2.3	101	0	-3
Cc1ccc(/C=C/C(=O)Nc2ccc(N(C)C)cc2)o1	4	-0.2	-12	10	-15	-4	0.0	99	-5	10
CCOC(=O)C1=C[C@@H](CC)N(S(=O)(=O)c2ccc(C)cc2)[C@H]1c1cccs1	/	0.2	-3	/	-6	1	/	99	-5	/
CN(CC(=O)Nc1ccc(F)cc1)C(=O)CN1C(=O)c2cccc([N+](=O)[O-])c2C1=O	14	-0.3	-7	-2	-6	-3	-0.5	100	-1	-5
O=C(COC(=O)CNC(=O)c1ccc(F)cc1)NC1CCCc2ccccc21 (stereo unspecified)	7	-0.2	1	?	-4	-6	-0.8	95	0	-3
CC(C)(C)OC(=O)NCCC(=O)N/N=C/c1cccc2cccnc12	5	0.3	17	2	-5	0	-1.8	97	1	-1
O=C(CCc1ccco1)CCc1ccco1	7	-0.1	-4	-12	-6	0	-2.0	93	-2	13
CN(C)c1ccc(NC(=O)CSc2nnc(-c3ccco3)c(-c3ccco3)n2)cc1	1	-0.1	-10	8	-7	-3	-1.1	96	2	6
CCOc1ccc(OCCCC(=O)Nc2cc(S(=O)(=O)N3CCOCC3)ccc2N2CCOCC2)cc1	4	-0.4	3	1	-5	2	-0.7	98	-1	-15
CCOc1ccc2[nH]c3ncccc3c(=O)c2c1	9	0.1	9	-11	-3	-2	1.6	103	17	-2
O=C(OCCOc1ccc(Br)cc1)c1ccc(Cl)c(S(=O)(=O)N2CCOCC2)c1	5	0.2	-8	/	-6	4	-2.3	89	-1	0
CCC1CCCCN1C(=O)COC(=O)c1n[nH]c2ccccc12 (stereo unspecified)	-1	-0.2	3	-9	/	-1	-1.6	102	2	-5
COc1ccc(C2C(C(=O)O)CCC(=O)N2c2ccc(OC)cc2)cc1 (stereo unspecified)	9	0.1	-2	3	-8	1	-0.5	102	1	-3
CC(C)(O)C1CC[C@@](C)([C@@H]2CC[C@]3(C)[C@H]2[C@H](O)CC2[C@@]4(C)CCC(O)C(C)(C)C4C(OC4OC(CO)C(O)C(O)C4O[C@@H]4OCC(O)C(O)C4O)C[C@]23C)O1 (stereo partly specified)	0	0.0	2	-3	-6	2	-1.3	97	3	-5
COc1ccc(C(C(=O)NCc2ccccc2)N(Cc2ccco2)C(=O)c2cnccn2)cc1 (stereo unspecified)	12	-0.7	15	-3	-6	-2	-1.2	97	-1	-2
O=C(Nc1nc2cc3c(cc2s1)OCO3)C1CCCCC1	4	0.3	-3	-7	/	-6	-3.4	97	-13	11
NC(CCc1ccccc1)c1csc(NC(=O)NCCc2ccccc2)n1 (stereo unspecified)	3	2.8	-11	-11	-11	-5	1.8	89	-4	0
CCN1C(=O)C(CC(=O)Nc2ccccc2)S/C1=N\c1ccccn1 (stereo unspecified)	20	-0.3	5	4	0	-1	-1.6	99	1	-4
O=C(OCc1cn([C@H]2C[C@H](c3ccc(Cl)cc3)N(CC3CCCCC3)C[C@@H]2O)nn1)c1ccccc1	1	-0.3	-8	3	-4	9	3.3	98	0	5
C[C@H]1COC(=O)[C@H](CC(=O)OC(C)(C)C)C/C=C\C[C@@H](CC(=O)N[C@H](CO)Cc2ccccc2)C(=O)N1	1	0.1	4	-4	-5	0	0.1	99	1	-5
C/C(=N\NC(=O)c1ccc(F)cc1)c1cccc(NC(=O)c2ccco2)c1	5	0.2	-4	-12	/	4	2.3	101	0	-4
CCOC(=O)C1CCN(S(=O)(=O)c2c(C)n[nH]c2C)CC1	1	-0.4	0	-5	0	-3	-0.5	95	4	-4
CC1CC(C)(C)CC(=O)C1C(=O)c1ccccc1 (stereo unspecified)	3	-0.1	8	-5	-11	-2	-1.0	99	1	1
Clc1ccc2nc(CSc3nnc(-c4c[nH]c5ccccc45)o3)cn2c1	5	0.0	-6	-4	-6	0	3.4	96	1	6
O=C(O)c1ccc(Br)c(S(=O)(=O)N2CCCC2)c1	16	-0.3	6	-6	-7	0	0.0	101	1	-16
CC(C)(C)OC(=O)NCCCC[C@H](NC(=O)c1nc[nH]c1C(=O)N1CCc2ccccc2C1)C(=O)OC(C)(C)C	9	0.0	29	-1	-6	-3	-0.1	94	2	2
C[C@]1(CO)CCC[C@@]2(C)C1CC[C@@H](CO)[C@@H]2CCc1ccoc1 (stereo partly specified)	2	0.1	-6	-10	-15	4	0.5	97	-4	0
CC(C)CCNC(=O)CN(CC1CCCO1)C(=O)CCC(=O)Nc1ccccn1 (stereo unspecified)	0	0.0	17	/	0	2	-0.5	188	2	-4
Cc1nc2ccccc2cc1C(=O)N/N=C/c1cccc([N+](=O)[O-])c1	11	0.4	13	/	-4	-1	0.0	99	0	-6

Following part.
SMILES	MC4R antagonist	aDG glyco act	H9c2 protect	Vif imaging	CaV13 FRET inh	HTR2A ag	MC4R ag barr	ABCB6 inh MLPCN	Glyco luc inh	PDI turbidity
Cc1ccc(CN(CCO)CCO)cc1	7	0.5	-5	-1	-5	-2	-2.8	92	5	9
O=C(CCN1C(=O)c2ccccc2C1=O)Nc1ccc(-c2nc3ccccc3s2)cc1	10	0.1	2	7	-15	2	-1.3	104	-9	-8
O=C(O)C1CC(=O)N(C2CCCCC2)C1c1ccccc1 (stereo unspecified)	8	-0.2	5	6	-3	-3	0.1	96	0	-3
CCOC(=O)Cn1c(CCC(=O)O)ccc1-c1ccc(F)cc1	0	0.3	-2	-2	-2	2	-0.4	98	0	/
COc1ccc(Cl)cc1NC(=S)NCCN1CCOCC1	2	-0.3	3	-18	-3	-3	-4.5	98	1	-4
CCc1ccc(NC(=O)CSC2=C(C#N)C(c3ccc4c(c3)OCO4)CC(=O)N2)cc1 (stereo unspecified)	8	0.1	-11	-3	/	2	0.0	98	-2	-3
